B2AR arrestin: qHTS assay of beta-arrestin-biased ligands of beta2-adrenergic receptor. beta-arrestin recruitment to beta2AR, cell-based reporter. Beta-2 adrenergic receptor (Homo sapiens), P07550. 330,000 compounds, 0.02% hits. Potency, µM (top dose mostly 46.1 µM), for the others: top-dose activation, most hits filed as activators;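 also: potency is read from the fitted curve at half-maximal effect; 0% = DMSO controls and full agonism = EC100 isoproterenol or metaproterenol; nearly all actives have a fitted effect of over 65% in size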
a7 integrin act: qHTS for Activators of Integrin-Mediated Alleviation for Muscular Dystrophy. alpha7betagal myoblasts, beta-gal FDG fluorescence, 48 h. Potency, µM (series often up to 38.3 µM), for the others: at the highest dose activation, actives largely listed as activators. 350,000 compounds, 0.064% hits. AID 624291, 2012;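 also: potency is read from the fitted curve at half-maximal effect; 100% = response of the positive control SU9516; nearly all actives have a fitted effect of over 60% in size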
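Alpha7betagal+/- myoblasts (passage 13) were plated 16-24 hr, then exposed to compounds (1:260 dilution of DMSO stock) for 48 hours at 37C. After MPER lysis, β-galactosidase reporter activity was read as FDG fluorescence (ex 480/em 540) after 30 minutes.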
Giardia killer: Small Molecules that selectively kill Giardia lamblia: qHTS; AID 540267, 2011; Giardia lamblia trophozoite viability; activity change, % at 7.66 µM, hits read low; 340,000 compounds, 0.15% hits; in the data active = activity change below about -80%; inconclusive = between about -30% and that limit;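 also: parasites exposed to compound for two days anaerobically before the ATP read; % is scaled to controls: 0 for no effect and ±100 for the full control effect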
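ATP-content bioluminescence gauges trophozoite survival. Cells (100/well) receive compound and incubate anaerobically for 48 hrs at 37 deg C; detection reagent follows for 15-30 min at room temperature.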
Menin MLL FP TR: qHTS Assay for Inhibitors Targeting the Menin-MLL Interaction in MLL Related Leukemias: Competition With Texas Red Labeled MLL-derived Mutant Peptide | O00255 | Menin + Texas Red MLL mutant peptide, fluorescence polarization | Potency, µM (series often up to 61.6 µM), inactives show at the highest dose FP activity change, negative = inhibition, hits mostly inhibitors | 270,000 compounds, 0.23% hits; active = well fitted inhibition curve with a large enough effect in the polarisation, with a control signal flat, not every such curve was filed as active; inconclusive = small, poorly fitted or top-dose-only effect, or effect the other way, or a change in a side signal; inactive = no such curve, though single readings can be large or run the other way; the % refers to the polarisation; also: potency is read from the fitted curve at half-maximal effect; % of control where 0% means no effect; many of its hits are not listed in these tables
PKM2 activator: qHTS Assay for Activators of Human Muscle isoform 2 Pyruvate Kinase; Potency, µM (series often up to 57.5 µM), for inactives: at the highest dose activation, hits mostly activators; 260,000 compounds, 0.34% hits; AID 1631, 2009; purified PKM2, Kinase-Glo ATP luminescence, activation; response scale: 0% is enzyme alone, no compound; Pyruvate kinase PKM (Homo sapiens), P14618; also: potency is read from the fitted curve at half-maximal effect; % is scaled to controls: 0 for no effect and ±100 for the full control effect; nearly all actives have a fitted effect of over 55% in size
Target sequence (P14618 whole entry, looked up, canonical isoform): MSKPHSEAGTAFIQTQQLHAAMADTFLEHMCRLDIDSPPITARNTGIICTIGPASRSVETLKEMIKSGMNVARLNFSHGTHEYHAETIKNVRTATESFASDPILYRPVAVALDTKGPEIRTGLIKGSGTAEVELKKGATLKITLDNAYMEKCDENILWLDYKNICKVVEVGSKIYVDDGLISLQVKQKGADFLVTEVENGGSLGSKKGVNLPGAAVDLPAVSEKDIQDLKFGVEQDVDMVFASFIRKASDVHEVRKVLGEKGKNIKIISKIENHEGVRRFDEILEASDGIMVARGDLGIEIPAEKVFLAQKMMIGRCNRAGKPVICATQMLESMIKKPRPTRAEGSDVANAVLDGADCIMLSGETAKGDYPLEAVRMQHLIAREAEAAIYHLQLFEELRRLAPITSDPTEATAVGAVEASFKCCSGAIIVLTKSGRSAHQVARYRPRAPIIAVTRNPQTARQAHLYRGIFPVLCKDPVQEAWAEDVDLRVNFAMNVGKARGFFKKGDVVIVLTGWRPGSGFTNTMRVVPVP
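Purified hPK-M2 (>95%) run at intermediate activity with 0.1 mM ADP and 0.5 mM PEP in 50 mM imidazole pH 7.2, KCl, MgCl2; 1 h room temperature. ATP formed read by Kinase-Glo luminescence; normalized to uninhibited and no-enzyme controls.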
Chronic BCR inh: qHTS Assay to Find Inhibitors of Chronic Active B-Cell Receptor Signaling | ABC-DLBCL IkBa-CBG/CBR reporter, luminescence ratio, 4 h | Potency, µM (titrated, usually from 46.1 µM), without a hit: at the top dose ratio change, negative = lower green/red ratio, actives largely listed as inhibitors | 340,000 compounds, 0.05% hits | AID 493014, 2011; active = well fitted inhibition curve with a large enough effect in the signal ratio, with a control signal flat, not every such curve was filed as active; inconclusive = small, poorly fitted or top-dose-only effect, or effect the other way, or a change in a side signal; the % refers to the signal ratio;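 also: potency is read from the fitted curve at half-maximal effect; plate controls were basal doxycycline-induced cells for no effect and cells given 10 µM MG132 for full effect; MG132 reads +100%, hits lower the ratio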
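Doxycycline induced both beetle luciferases in TMD8 lymphoma cells; IKK-driven degradation limits the IkappaBalpha-fused green signal, while red luminescence normalises for cell number and nonspecific effects. Compounds tested up to 46 uM, 4 hrs.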
Tb PFK block: qHTS Assay to Find Inhibitors of T. brucei phosphofructokinase. AID 485367, 2010. 330,000 compounds, 0.17% hits. ATP-dependent 6-phosphofructokinase (Trypanosoma brucei brucei), O15648. T. brucei PFK, ADP-Glo luminescence. Potency, µM (titrated, usually from 57.5 µM), without a hit: at the top dose activity, negative = inhibition, hits mostly inhibitors;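 also: potency is read from the fitted curve at half-maximal effect; 0% = uninhibited 1x PFK enzyme wells and -100% = no-enzyme wells; nearly all actives have a fitted effect of over 60% in size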
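Luminescent ADP detection (ADP-Glo, two-step: ATP depletion then ADP-to-ATP conversion for luciferase) reported PFK activity after 45 min room-temperature reaction of 1.25 nM enzyme with 0.5 mM F6P and 0.1 mM ATP at pH 8.0.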
PTAP TSG101 blk: qHTS Assay for Iinhibitors of HIV-1 Budding by Blocking the Interaction of PTAP/TSG101 | Tumor susceptibility gene 101 protein (Homo sapiens), Q99816 | Fluorescence polarization, FITC-PTAP peptide / Tsg101 binding | Potency, µM (series often up to 115 µM), without a hit: top-dose activity change, negative = inhibition, most hits filed as inhibitors | 340,000 tested, under 10 active | AID 493005, 2010; active = well fitted inhibition curve with a large enough effect in the main read-out, with a control signal flat, not every such curve was filed as active; inconclusive = small, poorly fitted or top-dose-only effect, or effect the other way, or a change in a side signal; inactive = no such curve, though single readings can be large or run the other way; also: potency is read from the fitted curve at half-maximal effect; % of control where 0% means no effect
Target sequence (Q99816 whole entry, looked up): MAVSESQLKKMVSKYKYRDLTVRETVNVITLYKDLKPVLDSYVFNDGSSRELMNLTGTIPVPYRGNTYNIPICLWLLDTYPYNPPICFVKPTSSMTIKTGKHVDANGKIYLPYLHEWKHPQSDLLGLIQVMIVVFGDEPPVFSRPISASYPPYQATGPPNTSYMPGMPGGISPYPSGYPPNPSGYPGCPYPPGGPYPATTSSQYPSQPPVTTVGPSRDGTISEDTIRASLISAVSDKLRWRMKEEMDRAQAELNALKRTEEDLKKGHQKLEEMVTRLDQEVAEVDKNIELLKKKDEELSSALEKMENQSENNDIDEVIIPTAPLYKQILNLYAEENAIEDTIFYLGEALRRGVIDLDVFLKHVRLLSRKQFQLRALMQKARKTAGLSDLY
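Fluorescence polarization binding of Tsg101 binding domain (10 uM final) to FITC-labeled PTAP peptide (50 nM final) in HEPES pH 7.5 buffer with NaCl, Tween 20, EDTA, TCEP. Compounds added before peptide; binding 20 min at RT.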
GALK inhibitor: qHTS Assay for Inhibitors of Human Galactokinase (GALK) | P51570 | Purified GALK, Kinase-Glo residual ATP luminescence | Potency, µM (series often up to 57.5 µM), for the others: at the top dose activity change, negative = inhibition, actives largely listed as inhibitors | 270,000 compounds, 0.007% hits | AID 1868, 2009; also: potency is read from the fitted curve at half-maximal effect; % is scaled to controls: 0 for no effect and ±100 for the full control effect
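Human GALK (5 nM) with 35 uM ATP and 100 uM galactose in 20 mM HEPES pH 8.0, 5 mM MgCl2, 60 mM NaCl, 1 mM DTT, 0.01% BSA. After 1 h at room temperature, leftover ATP was read by Kinase-Glo Plus luminescence.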
FBPA coupling cs: qHTS Assay for Inhibitors of Fructose-1,6-bisphosphate Aldolase from Giardia Lamblia: Coupling assay counterscreen; coupling enzyme system counterscreen, AmpLite Red fluorescence; activity change, negative = inhibition, % at 58.2 µM, hits read low; 290,000 compounds, 0.67% hits; AID 2472, 2010; in the data active = activity change below about -30%; also: % is scaled to controls: 0 for no effect and ±100 for the full control effect
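Coupling enzymes only (glyceraldehyde-3-phosphate) + compound, at 57.5 uM final, 10 min RT; add substrate/coupling/AmpLite Red mix, 20 min RT; fluorescence ex 525/em 598 nm. Actives flag coupling-system interference.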
ASM inhibitor: Inhibitors of Secretory Acid Sphingomyelinase (S-ASM): qHTS | Sphingomyelin phosphodiesterase (Homo sapiens), P17405 | placental ASM, HMU-PC fluorogenic substrate, 60 min | Potency, µM (highest dose often 57.5 µM), for the others: at the highest dose activity change, negative = inhibition, actives largely listed as inhibitors | 340,000 compounds, 0.006% hits; also: potency is read from the fitted curve at half-maximal effect
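Fluorescence read-out (Ex 386 nm, Em 447 nm) after stopping the reaction at pH 10. Enzyme: ASM from human placenta; substrate HMU-PC0, 9 uM final; 60 min, 37 °C. Compound preincubation 10 min, ambient temperature.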
Active calls of the source: *; i = inactive; ? = inconclusive; . = no result given; [ ] = remark or other dose. Unless noted, calls follow the shape of the dose curve; as a rule, active = well fitted curve in the direction sought with a large enough effect; inconclusive = small, poorly fitted or top-dose-only effect, or another doubt; inactive = no such curve, though single readings can be large; an effect the other way counts as inactive or inconclusive. The list is partial, so the mix of outcomes need not match the whole.

SMILES	B2AR arrestin	a7 integrin act	Giardia killer	Menin MLL FP TR	PKM2 activator	Chronic BCR inh	Tb PFK block	PTAP TSG101 blk	GALK inhibitor	FBPA coupling cs	ASM inhibitor
NC(=O)CCN1CCC(c2nc3ccccc3s2)CC1	0.3%	3.6%	?	-0.3%	-1.0%	-1.5%	1.3%	0.8%	11.4%	-0.2	20.0%
CCn1c(CNC(=O)Cc2ccc(OC)cc2)nnc1SCC(=O)c1ccc(Br)cc1	-3.5%	-10.8%	-6.5	-8.3%	-2.0%	-11.6%	1.6%	-3.8%	-0.6%	2.0	14.5%
COc1cc(NC(=O)c2ccc(CNc3c(N4CCCC4)c(=O)c3=O)cc2)cc(OC)c1OC	0.1%	-16.6%	-2.5	.	4.8%	?	1.8%	0.6%	-1.8%	0.5	-1.5%
O=C(Nc1nc(N2C(=O)c3ccccc3C2=O)n(-c2ccccc2)n1)c1ccc(F)cc1	-0.6%	1.2%	-11.6	19.8%	-2.7%	?	0.0%	0.8%	-4.3%	0.2	-0.2%
CN1CCN(/N=C/c2ccc(N(c3ccccc3)c3ccccc3)cc2)CC1	-0.2%	-4.9%	0.4	?	-0.4%	-1.6%	3.5%	-1.8%	0.8%	0.5	-2.1%
CC(C)C(c1nnnn1C1CCCC1)N1CCCc2ccccc21 (stereo not given)	-0.1%	-14.0%	-5.7	-19.8%	-1.2%	-1.2%	-0.1%	0.8%	-2.9%	-3.9	1.3%
COC(=O)c1ccc2nc(Nc3nc4ccc(F)cc4s3)sc2c1	0.2%	12.2%	-11.0	?	-2.2%	?	5.0%	1.3%	0.4%	2.4	i
Cc1ccc(C)c(C(=O)COc2ccccc2[N+](=O)[O-])c1	-0.5%	-39.0%	?	7.8%	-3.0%	?	5.0%	-3.3%	0.2%	-1.0	-0.6%
Cc1ccc(N2CCN(C3=NC(=O)/C(=C\c4cn[nH]c4-c4ccccc4)S3)CC2)cc1	0.5%	-18.0%	-14.4	-2.7%	5.0%	1.4%	-2.1%	-4.1%	-3.9%	1.5	5.7%
CC1CCCCC1N(C)C1CCN(C(=O)CNC(=O)/C=C/c2cccc(Cl)c2)CC1 (stereo not given)	0.4%	4.3%	25.5	-15.6%	.	?	-5.9%	-7.9%	0.9%	0.6	-2.2%
CCS(=O)(=O)c1ccc2oc(SCC(=O)Nc3ccc(OC)cc3)nc2c1	0.0%	11.3%	8.3	13.2%	-1.5%	5.6%	0.8%	-0.5%	-0.1%	3.4	-3.2%
Cc1ccc(C(=O)NC(=S)N(C)C2CCCCC2)cc1	-0.3%	-16.8%	13.4	.	-6.7%	?	-0.1%	-0.4%	-1.4%	.	-3.7%
COc1ccc(CCNC(=S)N2CCC(Cc3ccccc3)CC2)cc1OC	-0.4%	-15.8%	5.7	16.7%	0.2%	-14.8%	-3.1%	-8.2%	4.6%	2.4	4.5%
COc1ccc(NC(=S)NCc2ccc(Cl)cc2)c(OC)c1	-1.1%	-0.9%	-16.9	8.1%	1.9%	-1.7%	-0.9%	-0.6%	1.4%	6.4	-0.3%
O=C(CC1CCCCC1)Nc1ccccc1-c1ccccc1	-0.6%	1.4%	-3.4	-9.2%	0.7%	4.3%	-0.8%	-11.1%	0.2%	2.3	-1.6%
CCN(CC)CCCOC(=O)C(c1ccccc1)c1ccccc1	-0.3%	-13.9%	0.8	-4.7%	1.9%	?	1.2%	1.1%	0.8%	1.3	-3.5%
CCN(CC)S(=O)(=O)c1ccc(NC2c3ccccc3C(=O)N2Cc2ccco2)cc1 (stereo not given)	0.7%	21.7%	14.4	-3.3%[11.7 µM]	5.4%	?	2.3%	0.1%	0.8%	6.8	-3.1%
COc1cc(/C=C/c2cc(C(=O)O)c3ccccc3n2)ccc1OC(F)F	-1.1%	13.2%	?	.	2.7%	?	3.8%	-2.4%	-0.3%	-3.7	301.3%[activator]
O=C(NCc1ccccc1)/C(=C/c1cccc([N+](=O)[O-])c1)NC(=O)c1ccco1	0.0%	-11.5%	-14.7	16.0%	.	4.3%	-3.8%	-2.8%	-1.3%	1.7	-0.1%
CC(=O)c1ccc(Nc2cc(C)nc3ccc(C)cc23)cc1	-1.0%	-53.4%[inhibitor]	13.9	-14.3%	-6.6%	0.8%	-0.7%	-3.2%	6.1%	-0.5	74.8%[activator]
CC(NC(=O)COc1ccccc1Cl)c1ccccc1 (stereo not given)	-0.9%	?	-24.6	?	.	1.9%	-8.1%	-3.4%	.	0.3	5.6%
CC1CCN(CC(=O)Nc2cccc(C(=O)Nc3cccc(C(F)(F)F)c3)c2)CC1	-1.3%	0.0%	-7.8	11.5%	2.6%	-5.0%	-7.0%	-3.3%	1.2%	-0.2	-6.8%
C#CCn1cc[n+](CC(=O)N(C)C)c1	-0.2%	7.5%	-21.8	9.9%	-0.4%	-0.4%	-7.8%	-0.9%	-0.5%	1.3	2.8%
Cc1cc(NCc2ccc3c(c2)OCO3)n2nc(C)nc2n1	3.7%	-21.6%	-14.7	13.2%	-2.1%	-18.2%	-5.2%	0.4%	-2.1%	-0.7	-1.0%
Cc1ccc2c(c1)N(CC(=O)OCC(=O)NCc1ccccc1)C(=O)CO2	-1.2%	17.0%	10.1	-4.3%	-2.2%	?	-0.4%	-6.3%	0.9%	0.5	3.3%
Later entries.
SMILES	B2AR arrestin	a7 integrin act	Giardia killer	Menin MLL FP TR	PKM2 activator	Chronic BCR inh	Tb PFK block	PTAP TSG101 blk	GALK inhibitor	FBPA coupling cs	ASM inhibitor
Cc1nn2c(NCCN3CCOCC3)c3c(nc2c1-c1ccccc1)CCCC3	-0.2%	1.7%	15.3	.	-0.9%	-0.5%	-3.5%	-5.3%	-0.8%	-0.7	17.7%
O=C(O)c1cccc(CN2C(=O)SC(Nc3ccccc3)C2=O)c1 (stereo not given)	-0.4%	0.0%	41.0[activator]	-1.6%	-1.1%	5.8%	1.4%	-5.6%	4.6%	4.3	-0.3%
CCOC(=O)c1c(C)[nH]c(C)c1C(=O)COC(=O)CSc1ccc(C)cc1	0.1%	-13.0%	6.4	.	.	-18.3%	-5.6%	-0.2%	.	.	-14.3%
CCOc1cc(CN2CCN(CCOCCO)CC2)ccc1OC	0.3%	-5.3%	-7.2	-5.8%	-7.2%	?	0.2%	-2.9%	0.1%	-3.7	0.1%
CN(C)CCCN(C(=O)/C=C/c1cccs1)c1nc2ccc(F)cc2s1	4.9%	-76.8%[inhibitor]	5.9	-0.7%	-6.1%	?	-4.3%	24.4%	0.3%	3.1	-4.5%
COc1ccc(-c2nc(-c3cccs3)c(-c3cccs3)[nH]2)cc1O	0.4%	-7.3%	3.6	?	4.2%	?	0.4%	-3.1%	0.7%	-0.6	8.5%
CC(C)OP(=O)(Nc1cccc2ccccc12)OC(C)C	0.1%	-2.0%	32.4[activator]	-2.8%	-2.4%	-1.4%	0.1%	-4.8%	.	-0.9	-1.7%
Cc1cc(Cl)ccc1OCC(=O)Nc1ccc2oc(=O)ccc2c1	-0.2%	5.3%	7.6	11.2%	6.5%	-6.0%	-1.6%	1.8%	5.1%	-1.6	8.3%
CCOC(=O)c1cc(-c2ccc(/C=N\n3cnnc3)o2)ccc1Cl	-0.1%	16.2%	-8.7	17.4%	-1.3%	?	-14.5%	3.6%	-1.4%	0.2	2.3%
CC(C)NC(=O)Cn1c(SCC(=O)N2CCc3ccccc3C2)nc2ccccc21	-0.1%	-3.8%[7.66 µM]	-1.3	-8.5%	2.3%	-1.5%	1.9%	-8.4%	-3.4%	-5.4	-0.1%
